Compound activity from PubChem.
GRK2 aptamer HTS: inhibitors of human GRK2 displacing RNA aptamer. P25098. bead flow cytometry, FAM-aptamer displacement from GRK2. inhibition of aptamer binding, % at 10 µM. actives 0.59% (n = 330,000). AID 488847;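 active = inhibition of aptamer binding above 40%, roughly 3 SD of noise, on plates passing a quality check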;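 note: median bead fluorescence of bound FAM aptamer so fluorescent compounds give negative values; no value below 0 was filed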
Target sequence (P25098 whole entry, looked up): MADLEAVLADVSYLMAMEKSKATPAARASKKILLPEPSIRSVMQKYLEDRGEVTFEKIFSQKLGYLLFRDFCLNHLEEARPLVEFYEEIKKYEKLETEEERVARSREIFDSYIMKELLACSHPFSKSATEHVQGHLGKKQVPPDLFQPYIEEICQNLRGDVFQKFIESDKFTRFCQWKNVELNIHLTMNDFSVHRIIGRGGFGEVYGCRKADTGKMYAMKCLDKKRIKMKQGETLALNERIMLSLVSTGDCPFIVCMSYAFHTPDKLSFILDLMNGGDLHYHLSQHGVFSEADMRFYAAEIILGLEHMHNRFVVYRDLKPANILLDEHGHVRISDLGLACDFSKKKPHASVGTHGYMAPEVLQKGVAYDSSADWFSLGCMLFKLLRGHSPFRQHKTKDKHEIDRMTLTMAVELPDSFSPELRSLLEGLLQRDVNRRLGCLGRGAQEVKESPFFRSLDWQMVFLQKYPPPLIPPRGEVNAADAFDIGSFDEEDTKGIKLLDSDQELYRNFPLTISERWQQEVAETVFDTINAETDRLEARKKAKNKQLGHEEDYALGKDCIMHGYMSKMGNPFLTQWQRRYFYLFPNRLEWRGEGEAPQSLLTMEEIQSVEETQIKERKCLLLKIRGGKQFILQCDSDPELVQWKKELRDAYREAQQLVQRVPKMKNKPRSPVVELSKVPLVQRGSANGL
core dimer inh: blocks dimerization of HCV core protein | TR-FRET GST/Flag-core106 dimerization, 1536-well | inhibition, % at 5 µM | actives 0.33% (n = 300,000) | AID 1899;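 active = inhibition above the mean of all tested compounds plus 3 SD, set per screening campaign, cut at about 45% in these data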
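System – GST-tagged and Flag-tagged HCV core protein residues 1-106 · Repeats – one well for each compound · Technique – TR-FRET 671 and 617 nm emission · Doses – one concentration, 5 µM, in 0.5% DMSO · Times – 4 h, 22.5 °C incubation · Also added – Eu donor and XL665 acceptor anti-tag antibodies · Measure – percent inhibition of core106 dimerization signal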
PP1 inh: blocks human PP1-alpha phosphatase, a PP5 counter-screen. inhibition, % at 6.7 µM. purified PP1alpha, OMFP fluorescence. actives 0.9% (n = 320,000). P62136;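 active = inhibition above the mean inhibition of all tested compounds plus 3 SD, computed separately for each screening campaign, cut at about 15% in these data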
CTSL1 counter: blocks F. hepatica cathepsin L1 in PFM18AAP counter-screen. recombinant F. hepatica cathepsin L1, Z-Leu-Arg-MCA fluorescence. inhibition, % at 5.96 µM. actives 0.49% (n = 300,000). AID 1906;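 active = inhibition above the mean of all tested compounds plus 3 SD, set per screening campaign, cut at about 17% in these data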;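 note: 0% = plate median of test compound wells and 100% = 1 µM Z-Phe-Ala-diazomethylketone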
PP5 primary: blocks human protein phosphatase 5 activity. purified PP5c, OMFP substrate fluorescence. inhibition, % at 6.7 µM. actives 0.18% (n = 320,000);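 active = inhibition above the campaign's mean inhibition across all tested compounds plus 3 SD, cut at about 9.5% in these data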;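 note: 0% = DMSO only and 100% = 100 µM cantharidin control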
proCasp3 act: activators of human procaspase-3. actives 0.11% (n = 330,000). P42574. recombinant procaspase-3 D3A, Ac-DEVD-pNA absorbance 405 nm. AID 463141. activation, % at 8.5 µM;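 active = activation above the mean of all tested compounds plus 3 SD, cut at about 21% in these data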;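 note: 0% = DMSO alone and 100% = DMSO wells spiked with extra 5 µM PC-3 D3A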
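Test system: Procaspase-3 D3A mutant, all three cleavage aspartates alanine | Dosing: Single dose, 8.5 µM nominal compound, 0.8% DMSO | Schedule: 1 h preincubation, 2 h reaction | Technique: 405 nm absorbance of p-nitroaniline, reads at 0 and 120 min | Repeats: One well per compound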
GASC-1 inh: blocks human GASC-1 demethylase activity. Q9H3R0. GST-JMJD2C(1-420) H3K9me3 demethylation, DELFIA europium. inhibition, % at 2.35 µM. actives 0.069% (n = 330,000). AID 2099;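 active = more than half of a compound's replicate wells show inhibition beyond 50%, single wells judged on their own value; inconclusive = some, but no more than half, of replicates pass 50% inhibition; inactive = no replicate passes 50% inhibition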;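 note: signal counts dimethyl H3K9 product captured on neutravidin plate; 0% = median of DMSO wells and 100% = 0.3 times that DMSO median; strong numbers were not always called active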
proCasp7 act: activates human procaspase-7, counter-screen for procaspase-3 activators; P55210; recombinant procaspase-7, Ac-DEVD-pNA absorbance 405 nm; D23A/D198A/D206A triple mutant, cannot self-cleave; scale: DMSO 0, 5 µM enzyme 100; activation, % at 8.5 µM; actives 0.093% (n = 330,000);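 active = percent activation above the screen-wide mean plus 3 SD, cut at about 25% in these data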
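Assay system: Uncleavable procaspase-7 mutant enzyme; Input: 2 µM procaspase-7 mutant as dispensed; Also added: DEVD-pNA substrate; Medium: Zinc-free HEPES pH 7.4 with 300 mM NaCl, 0.01% Triton X-100; Timing: 1 h compound preincubation, 2 h substrate cleavage, 25 °C; Measured by: Epi-absorbance of released pNA at 405 nm, two timepoints.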
VLA-4 inh: inhibition in a human VLA-4 binding assay. P13612. VLA-4 expressing cells, ligand binding flow cytometry. inhibition, % (about 7 µM as worked out from the volumes in the protocol). actives 0.2% (n = 330,000). AID 2557; in the data active = inhibition above about 50%
The depositor's hits bear a star; ? = inconclusive; / = no result given.

Sample of the layout (two entries):
| # | SMILES | GRK2 aptamer HTS | core dimer inh | PP1 inh | CTSL1 counter | PP5 primary | proCasp3 act | GASC-1 inh | proCasp7 act | VLA-4 inh |
| --- | --- | --- | --- | --- | --- | --- | --- | --- | --- | --- |
| 1 | O=C1CC(NS(=O)(=O)c2cccs2)CN1c1ccccc1 (configuration not stated) | 0 | 1 | -5 | 1 | -0.7 | -13 | -19 | -2 | 6 |
| 2 | CCC(=O)c1cc2c(C)cc(=O)oc2c(C)c1OC(=O)C(C)C | 1 | 5 | -5 | -1 | -1.3 | 0 | -26 | 9 | 1 |

This part in full, previewed entries included:
| # | SMILES | GRK2 aptamer HTS | core dimer inh | PP1 inh | CTSL1 counter | PP5 primary | proCasp3 act | GASC-1 inh | proCasp7 act | VLA-4 inh |
| --- | --- | --- | --- | --- | --- | --- | --- | --- | --- | --- |
| 1 | O=C1CC(NS(=O)(=O)c2cccs2)CN1c1ccccc1 (configuration not stated) | 0 | 1 | -5 | 1 | -0.7 | -13 | -19 | -2 | 6 |
| 2 | CCC(=O)c1cc2c(C)cc(=O)oc2c(C)c1OC(=O)C(C)C | 1 | 5 | -5 | -1 | -1.3 | 0 | -26 | 9 | 1 |
| 3 | COc1ccc2c(=O)cc(C(=O)O)oc2c1 | 2 | -9 | -3 | -3 | 3.5 | 9 | -20 | -1 | 9 |
| 4 | COc1cccc(N2CC(NC(=O)C(=O)c3c[nH]c4ccccc34)CC2=O)c1 (configuration not stated) | 2 | -1 | -5 | 0 | 0.9 | 3 | -10 | 7 | 11 |
| 5 | COc1ccc(Cn2c(=S)[nH]c3cc(C(=O)N4CCN(c5ccccc5)CC4)ccc3c2=O)cc1 | 0 | 13 | -1 | 3 | -0.2 | 2 | 4 | -8 | 3 |
| 6 | O=C1N=C(N2CCC(Cc3ccccc3)CC2)S/C1=C/c1cn[nH]c1-c1ccccc1 | 2 | 13 | 21* | 9 | 2.7 | -2 | -9 | -8 | -11 |
| 7 | CCn1c(SCC(=O)NC2CCCCC2)nc2c(c1=O)SCC2 | 4 | 2 | 1 | -1 | 1.1 | -5 | 1 | 0 | 12 |
| 8 | Cc1cc(C)n(/N=C/c2ccc(O)cc2)c(=O)c1C#N | 0 | 3 | -5 | 2 | -1.7 | -2 | 16 | 3 | 10 |
| 9 | Cn1c(=O)c2[nH]c(N=Nc3ccc(N)cc3N)nc2n(C)c1=O | 2 | -11 | -1 | -1 | -0.2 | 16 | -11 | 0 | 7 |
| 10 | COc1ccccc1NS(=O)(=O)c1cccc(NC(=O)C2CC(=O)N(Cc3ccccc3)C2)c1 (configuration not stated) | 0 | 1 | -6 | -8 | 4.2 | -2 | -5 | 12 | 18 |
| 11 | Oc1ccccc1CNc1nccs1 | 0 | -1 | -1 | -1 | -0.1 | 0 | -6 | -6 | -3 |
| 12 | Cc1ccc(NC(=O)Cn2nnc(-c3ccccc3-n3cnnn3)n2)c(C)c1 | 1 | 0 | 3 | -2 | 1.1 | 8 | ? | 4 | -2 |
| 13 | Cc1nnc(SCC(=O)Nc2ncc3c(n2)CC(c2ccccc2)CC3=O)s1 (configuration not stated) | 2 | -1 | 2 | 0 | -1.0 | 7 | 7 | -4 | 1 |
| 14 | CCc1sc(-c2ccccc2)nc1C(=O)OC | 0 | -1 | -1 | 2 | 0.6 | 6 | 9 | -1 | 2 |
| 15 | CCOC(=O)C1CCN(C(=S)Nc2cc(C)ccc2C)CC1 | 10 | -6 | 1 | 1 | 1.9 | 5 | -3 | 7 | -15 |
| 16 | Cc1ccc(NC(=O)COC(=O)COc2cccc3c2OC(C)(C)C3)cc1S(=O)(=O)N1CCOCC1 | 0 | 3 | -5 | 3 | 0.4 | -7 | 8 | 8 | -3 |
| 17 | Cc1[nH]c2ccccc2c1C(=O)C(=O)N(C)C1CCCCC1 | 0 | 6 | -3 | -5 | 1.1 | -1 | -4 | 5 | 8 |
| 18 | CCOC(=O)CNc1nc(Oc2ccc(=O)n(C)n2)nc(N(CC)CC)n1 | 0 | 9 | -2 | 0 | 1.5 | -10 | -3 | -12 | -4 |
| 19 | COc1ccc(CCNS(=O)(=O)c2ccc(Br)s2)cc1 | 2 | 11 | 1 | 1 | 3.9 | -3 | -36 | 6 | 6 |
| 20 | COc1ccc(C/C(N)=N/n2cnnc2)cc1Cl | 0 | -3 | 0 | 0 | 1.9 | -5 | 10 | 1 | 6 |
| 21 | O=C(C1CCCO1)N1CCC(O)(c2ccccc2)CC1 (configuration not stated) | 1 | -3 | -5 | -2 | -1.8 | 10 | 0 | 1 | 12 |
| 22 | CC(C)(C)c1cc(NS(=O)(=O)c2ccc3c(c2)OCCO3)on1 | 2 | 0 | 2 | -1 | -1.2 | -7 | -5 | 11 | 4 |
| 23 | CC(C)CCn1c(=O)c2c(nc3n2CCCN3Cc2ccccc2)n(C)c1=O | 0 | 4 | 5 | 0 | 0.2 | 4 | -2 | -1 | -3 |
| 24 | O=C(NCC(c1ccco1)N1CCCC1)c1ccccc1Sc1ccc(C(F)(F)F)cc1[N+](=O)[O-] (configuration not stated) | 0 | 1 | -1 | 20* | -1.1 | -2 | 0 | 3 | 36 |
| 25 | CCN(CC)C(=O)c1cccc(NC(=O)C2=COCCO2)c1 | 3 | / | -2 | / | 0.8 | -4 | -3 | -1 | -1 |

An excerpt from above in order of heavy-atom count, descending:
| # | SMILES | GRK2 aptamer HTS | core dimer inh | PP1 inh | CTSL1 counter | PP5 primary | proCasp3 act | GASC-1 inh | proCasp7 act | VLA-4 inh |
| --- | --- | --- | --- | --- | --- | --- | --- | --- | --- | --- |
| 24 | O=C(NCC(c1ccco1)N1CCCC1)c1ccccc1Sc1ccc(C(F)(F)F)cc1[N+](=O)[O-] (configuration not stated) | 0 | 1 | -1 | 20* | -1.1 | -2 | 0 | 3 | 36 |
| 10 | COc1ccccc1NS(=O)(=O)c1cccc(NC(=O)C2CC(=O)N(Cc3ccccc3)C2)c1 (configuration not stated) | 0 | 1 | -6 | -8 | 4.2 | -2 | -5 | 12 | 18 |
| 13 | Cc1nnc(SCC(=O)Nc2ncc3c(n2)CC(c2ccccc2)CC3=O)s1 (configuration not stated) | 2 | -1 | 2 | 0 | -1.0 | 7 | 7 | -4 | 1 |
| 22 | CC(C)(C)c1cc(NS(=O)(=O)c2ccc3c(c2)OCCO3)on1 | 2 | 0 | 2 | -1 | -1.2 | -7 | -5 | 11 | 4 |
| 15 | CCOC(=O)C1CCN(C(=S)Nc2cc(C)ccc2C)CC1 | 10 | -6 | 1 | 1 | 1.9 | 5 | -3 | 7 | -15 |
| 1 | O=C1CC(NS(=O)(=O)c2cccs2)CN1c1ccccc1 (configuration not stated) | 0 | 1 | -5 | 1 | -0.7 | -13 | -19 | -2 | 6 |
| 8 | Cc1cc(C)n(/N=C/c2ccc(O)cc2)c(=O)c1C#N | 0 | 3 | -5 | 2 | -1.7 | -2 | 16 | 3 | 10 |
| 20 | COc1ccc(C/C(N)=N/n2cnnc2)cc1Cl | 0 | -3 | 0 | 0 | 1.9 | -5 | 10 | 1 | 6 |
| 14 | CCc1sc(-c2ccccc2)nc1C(=O)OC | 0 | -1 | -1 | 2 | 0.6 | 6 | 9 | -1 | 2 |
| 3 | COc1ccc2c(=O)cc(C(=O)O)oc2c1 | 2 | -9 | -3 | -3 | 3.5 | 9 | -20 | -1 | 9 |
| 11 | Oc1ccccc1CNc1nccs1 | 0 | -1 | -1 | -1 | -0.1 | 0 | -6 | -6 | -3 |

Individual results from the entries so far.
PP1 inh result of compound 6 → 21*
PP1 inh result of compound 21 → -5

Carrying on:
| # | SMILES | GRK2 aptamer HTS | core dimer inh | PP1 inh | CTSL1 counter | PP5 primary | proCasp3 act | GASC-1 inh | proCasp7 act | VLA-4 inh |
| --- | --- | --- | --- | --- | --- | --- | --- | --- | --- | --- |
| 26 | CCOC(=O)c1cc(NC(=O)Nc2ccccc2Cl)c(C)nc1C | 0 | 3 | -2 | 0 | 2.2 | 2 | 15 | 5 | 7 |
| 27 | O=C1N=c2ccccc2=C1c1c(O)n(-c2cccc(F)c2)[nH]c1=O | 0 | -2 | 2 | -2 | -1.4 | -6 | -16 | -6 | 2 |
| 28 | COc1ccc(NS(=O)(=O)c2cccc(C(=O)NCC(c3ccco3)N(C)C)c2)cc1 (configuration not stated) | 0 | -2 | -4 | 3 | 3.8 | 3 | 19 | 4 | -6 |
| 29 | O=C(CSc1nnc(-c2ccccc2F)o1)NC(=O)Cc1ccccc1 | 2 | / | 0 | / | 3.8 | 8 | -4 | 9 | 4 |
